NCOA1 inh – human NCOA1 inhibition. Q15788. HEK293 GAL4-SRC1 luciferase reporter, luminescence. inhibition, % at 3.6 µM. hit rate 0.12% among 360,000;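 active = inhibition above the campaign mean plus 3 SD, with each screening campaign given its own cutoff, cut at about 60% in these data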;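 note: 0% = DMSO treated cells and 100% = gossypol at 36 µM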
LMP1 NFkB inh – reduces LMP1-driven NF-kappaB luciferase signal. LMP1-induced NF-kappaB luciferase reporter cells, luminescence. inhibition, % at 12.5 µM. hit rate 0.69% among 350,000. AID 504558; in the data active = inhibition above about 41%;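 note: 0% = neutral control wells and 100% = reference inhibitor control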
LRH-1 inv ag – inverse agonists of human LRH-1 (NR5A2) | O00482 | HEK293T StAR-luciferase reporter, LRH-1 transfected, 24 h | inhibition, % at 3.6 µM | hit rate 0.13% among 360,000 | AID 602396;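 active = inhibition above the mean inhibition of all tested compounds plus 3 SD, cut at about 73% in these data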;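 note: 0% = DMSO wells and 100% = reporter-only cells lacking LRH-1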
TRAIL sens C8 – caspase-8 TRAIL sensitization; NB7+C8 cells + TRAIL, ATPlite viability luminescence; inhibition (viability loss, TRAIL sensitization), % at 10 µM; hit rate 1% among 360,000; AID 624354;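 active = compounds causing at least 50% loss of cell viability in the single-dose screen, relative to plate controls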
SRC3 inh – inhibits human SRC3 coactivator. HEK293 GAL4-SRC3 luciferase reporter, luminescence. inhibition, % at 3.6 µM. hit rate 0.17% among 360,000. AID 588352;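 active = inhibition above a per-campaign cutoff, the mean of all compounds plus 3 SD, cut at about 60% in these data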;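 note: 0% = DMSO-treated cells and 100% = gossypol-treated cells at 36 µM; higher means less SRC3-driven luciferase light from the GAL4 reporter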
TLR9-MyD88 block – blocks human TLR9 binding to MyD88. CHO BLA complementation TLR9-MyD88, CCF4 FRET ratio. inhibition, % at 4.98 µM. hit rate 0.21% among 340,000. Q9NR96+Q99836. AID 504734;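 active = inhibition above the mean over all tested compounds plus 3 SD, cut at about 21% in these data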;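 note: 0% = DMSO only wells and 100% = clavulanate BLA inhibitor control wells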
Vif inh – blocks HIV Vif function. HEK293T cells, Vif self-association by quenched fluorescence, imaging, 24 h. inhibition, % at 7.49 µM. hit rate 0.35% among 340,000; in the data active = inhibition above about 50%, passing the limit was not always enough; note: some results filed as inactive read as strong as hits
NCOA2 inhibitor – human SRC2 (NCOA2) inhibition; HEK293 GAL4-SRC2 luciferase reporter, luminescence; inhibition, % at 9 µM; hit rate 0.17% among 370,000; AID 651957;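 active = inhibition above the mean inhibition of all tested compounds plus 3 SD, set per campaign, cut at about 52% in these data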;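 note: 0% = DMSO treated cells and 100% = cells given Gossypol at 36 µM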
COUP-TFII inh – NR2F2 (human) inhibition, primary screen; HEK293T NGFI-A luciferase reporter, luminescence; inhibition, % at 8.6 µM; hit rate 0.7% among 370,000;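 active = inhibition above a per-plate cutoff, mean inhibition of test wells between control levels plus 3 SD, cut at about 38% in these data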;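 note: cells cotransfected with COUP-TFII expression vector driving the NGFI-A reporter; 0% = median of COUP-TF2 test wells and 100% = reporter-only cells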
Target sequence (P24468 whole entry, looked up): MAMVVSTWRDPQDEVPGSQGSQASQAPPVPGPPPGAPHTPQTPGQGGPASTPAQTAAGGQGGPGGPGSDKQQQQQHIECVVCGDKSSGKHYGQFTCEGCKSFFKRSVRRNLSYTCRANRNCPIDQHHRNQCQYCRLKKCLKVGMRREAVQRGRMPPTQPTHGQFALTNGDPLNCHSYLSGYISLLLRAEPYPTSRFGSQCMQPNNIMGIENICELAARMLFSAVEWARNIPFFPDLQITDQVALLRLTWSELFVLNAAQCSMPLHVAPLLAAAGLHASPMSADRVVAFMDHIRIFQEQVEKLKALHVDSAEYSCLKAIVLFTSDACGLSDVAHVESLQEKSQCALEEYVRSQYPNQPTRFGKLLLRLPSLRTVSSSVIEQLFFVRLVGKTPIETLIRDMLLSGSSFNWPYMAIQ
TROY signal inh – inhibitors of TROY-dependent NF-kB signaling; AID 1347056; inhibition, % at 10 µM; hit rate 0.98% among 360,000; Q293 LMP1-TROYcd NF-kB luciferase reporter, 4 h;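 active = compounds whose plate-normalised and pattern-corrected inhibition of the luciferase reporter signal at the single screening dose is 50% or more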
NOD2 RIPK2 PPI – NOD2-RIPK2 protein interaction inhibition; hit rate 0.38% among 360,000; inhibition, % at 4.98 µM; O43353; CHO BLA complementation NOD2-RIPK2, CCF4 ratio; AID 624267; in the data active = inhibition above about 21%;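 note: 0% = vehicle only and 100% = reference blocker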
Target sequence (O43353 whole entry, looked up): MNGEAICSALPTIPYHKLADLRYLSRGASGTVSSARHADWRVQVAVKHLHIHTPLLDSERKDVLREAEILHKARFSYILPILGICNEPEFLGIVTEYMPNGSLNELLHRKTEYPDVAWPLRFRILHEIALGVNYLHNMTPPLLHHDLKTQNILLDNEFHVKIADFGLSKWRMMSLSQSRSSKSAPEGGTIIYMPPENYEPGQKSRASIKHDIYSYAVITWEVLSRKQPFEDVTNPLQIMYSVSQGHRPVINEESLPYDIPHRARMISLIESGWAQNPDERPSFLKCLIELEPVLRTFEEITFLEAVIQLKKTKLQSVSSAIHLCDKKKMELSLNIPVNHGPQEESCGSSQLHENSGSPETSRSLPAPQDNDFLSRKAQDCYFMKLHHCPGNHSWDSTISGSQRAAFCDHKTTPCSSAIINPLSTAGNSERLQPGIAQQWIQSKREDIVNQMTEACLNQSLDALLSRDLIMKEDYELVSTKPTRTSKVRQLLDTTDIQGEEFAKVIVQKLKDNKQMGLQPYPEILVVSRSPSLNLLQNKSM
* marks the source's active call; other numbers are inactive results; x = no result given; & = joins results of further samples. These rows are one share of the data. The share of hits here may be higher or lower than overall.

Each structure is followed by: NCOA1 inh | LMP1 NFkB inh | LRH-1 inv ag | TRAIL sens C8 | SRC3 inh | TLR9-MyD88 block | Vif inh | NCOA2 inhibitor | COUP-TFII inh | TROY signal inh | NOD2 RIPK2 PPI
#1 CC(C)(Cl)C1Cc2cc3ccc(=O)oc3cc2O1 (stereo unspecified)
 : -39 | -5 | -40 | 16 | -24 | 5 | 9 | -30 | -29 | -22 | 1
#2 Cc1nc(-c2cccc(N)c2)cs1
 : -21 | -6 | 17 | -1 | -12 | 6 | 6 | -8 | -2 | -9 | -4
#3 COc1ccccc1CNC(=O)CN1C(=O)NC(c2ccccc2)(c2ccc(C)c(C)c2)C1=O (stereo unspecified)
 : 1 | -8 | -1 | 10 | -1 | -20 | -14 | 9 | 16 | 18 | -7
#4 COc1cc(NC(=O)c2ccccc2)ccc1NC(=O)c1cc2ccccc2o1
 : -17 | -6 | -1 | 8 | 2 | 3 | 1 | -7 | -2 | -15 | 4
#5 NNC(=O)c1nnn(-c2nonc2N)c1CN1CCCC1
 : 3 | 3 | 3 | 2 | 7 | -8 | -1 | 32 | 0 | 1 | -8
#6 CC(=O)c1c(C)[nH]c(C(=O)OCC(=O)Nc2ncc(Cl)c(C)c2Cl)c1C
 : 3 | 8 | 17 | 5 | 8 | 1 | 3 | 13 | 11 | -13 | -4
#7 COc1ccc(C(=O)O/N=C(/c2ccccc2)c2ccncc2)cc1
 : -37 | 4 | -23 | -11 | -33 | 13 | 14 | -33 | -6 | 16 | -1
#8 CC(Oc1cccc(Br)c1)C(=O)NNC(=O)CCS(=O)(=O)c1ccccc1 (stereo unspecified)
 : -12 | 1 | 13 | -18 | 8 | -1 | -2 | -12 | -7 | -14 | 9
#9 Cc1ccc(-n2nc3ccc(NC(=O)c4cccc([N+](=O)[O-])c4C)cc3n2)cc1
 : -29 | -3 | -45 | 30 | -15 | -1 | -19 | -26 | 6 | 5 | -15
#10 Cc1c(Br)c([N+](=O)[O-])nn1CC(=O)Nc1sc2c(c1C(=O)OC(C)C)CCC(C)C2 (stereo unspecified)
 : 3 | -3 | 4 | 0 | 8 | -5 | -2 | -1 | -3 | -33 | -2
#11 C=CCN1C(=O)C(Cc2ccccc2Cl)SC1=Nc1ccc(C(=O)O)cc1 (stereo unspecified)
 : -57 | -6 | -13 | -4 | 2 | -15 | -15 | -13 | 2 | 4 | -14
#12 CCC(C)NC(=O)CSc1nc2ccsc2c(=O)n1NC(=O)c1ccccc1 (stereo unspecified)
 : -16 | -8 | -23 | -10 | -13 | 5 | 4 | -14 | -9 | -18 | 8
#13 COc1ccc(CCN(C)C(=O)CSc2nnc(-c3ccco3)o2)cc1OC
 : 1 | 4 | -10 | 0 | 4 | 2 | -7 | 8 | -8 | 20 | -6
#14 CC[n+]1c(/C=C/c2ccc(OC)c(OC)c2)ccc2ccccc21
 : -101 | -48 | -131 | -12 | -94 | 7 | 7 | -124 | -40 | 31 | 10
#15 O=S(=O)(CC(CN1CCOCC1)N1CCOCC1)c1ccccc1 (stereo unspecified)
 : -2 | 1 | 1 | 1 | 8 | 13 | 2 | 7 | 11 | 3 | -2
#16 N=C1/C(=C/c2cccs2)C(=O)N=C2SN=C(SCc3ccccc3)N12
 : -72 | -1 | -66 | 2 | -66 | 12 | -4 | -43 | -29 | 38 | -5
#17 COc1ccc(-c2cnc(C(O)c3ccc(CN4CCCCC4)cc3)[nH]2)cc1 (stereo unspecified)
 : 3 | x | 5 | -18 | -19 | x | 7 | -40 | -8 | -15 | -10
#18 O=S(=O)(Nc1cccc(-n2cnnn2)c1)c1ccc(Cl)cc1
 : -5 | -6 | 16 | 1 | 9 | -3 | -3 | -15 | 6 | -32 | -1
#19 CN(C)C(CNC(=O)Cc1cccc(C(F)(F)F)c1)c1ccco1 (stereo unspecified)
 : -2 | -3 | -7 | 0 | 10 | 2 | -4 | -42 | 2 | 8 | -2
#20 O=C(Nc1cccc(F)c1)Nc1nnc([C@@H]2C[C@H](O)[C@@H](CO)O2)s1
 : -31 | x | -42 | -6 | -34 | x | -2 | -27 | -23 | -20 | -8
#21 CN(C)CCNC(=O)c1ccc2c(=O)n(Cc3ccc(Cl)cc3)c(=S)[nH]c2c1
 : -13 | -9 | -29 | 5 | 8 | 11 | 3 | -9 | 1 | -81 | 5
#22 Cc1ccc(NC(=O)c2cc(-c3cccs3)nc3ccccc23)nc1
 : -3 | -8 | -9 | 4 | 16 | -12 | -14 | -9 | 1 | 13 | -9
#23 COc1cc2c(cc1OC)CN(C(=S)Nc1ccc(C)cc1C)CC2
 : 8 | 4 | 4 | -2 | 15 | 1 | -2 | -11 | 8 | 2 | -6
#24 O=C(NCc1ccco1)C1CC(c2ccc(Cl)cc2)=NO1 (stereo unspecified)
 : -26 | -7 | -3 | 2 | 12 | 6 | 17 | -22 | -17 | -24 | 5
#25 Cc1noc(N)c1C(=O)Nc1ccc(F)c(Cl)c1
 : 2 | -7 | -1 | -11 | 17 | -4 | -4 | -8 | 4 | -4 | -4
#26 Oc1ccc(CNc2ccc(F)cc2)c2cccnc12
 : 3 | -9 | 17 | 1 | 10 | 2 | x | -20 | 23 | -32 | -8
#27 Cc1ccsc1C(=O)OCC(=O)N1CCOCC1
 : -36 | -15 | -43 | 0 | -26 | 4 | 0 | -27 | 3 | -26 | -8
#28 CCC(C)(C)n1nnnc1C(c1cc2cc(C)cc(C)c2[nH]c1=O)N1CCN(Cc2ccc3c(c2)OCO3)CC1 (stereo unspecified)
 : 3 | 5 | -23 | -20 | 14 | -2 | 16 | 1 | -10 | -3 | -4
#29 O=C(NCCOC(=O)c1ccccc1)c1ccccc1
 : -7 | -2 | 10 | -10 | -1 | 0 | -2 | 6 | -2 | -15 | 2
#30 CCOC(=O)C1=C(C)NC(=O)NC1c1cc(C)sc1C (stereo unspecified)
 : -6 | -3 | -21 | -23 | 29 | -1 | -2 | 8 | 9 | 0 | -1

Pulled by structure from above, five records:
Each structure is followed by: NCOA1 inh | LMP1 NFkB inh | LRH-1 inv ag | TRAIL sens C8 | SRC3 inh | TLR9-MyD88 block | Vif inh | NCOA2 inhibitor | COUP-TFII inh | TROY signal inh | NOD2 RIPK2 PPI
#27 Cc1ccsc1C(=O)OCC(=O)N1CCOCC1
 : -36 | -15 | -43 | 0 | -26 | 4 | 0 | -27 | 3 | -26 | -8
#15 O=S(=O)(CC(CN1CCOCC1)N1CCOCC1)c1ccccc1 (stereo unspecified)
 : -2 | 1 | 1 | 1 | 8 | 13 | 2 | 7 | 11 | 3 | -2
#19 CN(C)C(CNC(=O)Cc1cccc(C(F)(F)F)c1)c1ccco1 (stereo unspecified)
 : -2 | -3 | -7 | 0 | 10 | 2 | -4 | -42 | 2 | 8 | -2
#5 NNC(=O)c1nnn(-c2nonc2N)c1CN1CCCC1
 : 3 | 3 | 3 | 2 | 7 | -8 | -1 | 32 | 0 | 1 | -8
#28 CCC(C)(C)n1nnnc1C(c1cc2cc(C)cc(C)c2[nH]c1=O)N1CCN(Cc2ccc3c(c2)OCO3)CC1 (stereo unspecified)
 : 3 | 5 | -23 | -20 | 14 | -2 | 16 | 1 | -10 | -3 | -4

Next results
Codes – A = NCOA1 inh; B = LMP1 NFkB inh; C = LRH-1 inv ag; D = TRAIL sens C8; E = SRC3 inh; F = TLR9-MyD88 block; G = Vif inh; H = NCOA2 inhibitor; I = COUP-TFII inh; J = TROY signal inh; K = NOD2 RIPK2 PPI
31	COc1ccccc1NC(=O)NC1(C(=O)N2CCCCCC2)CCCCC1
  A = -49	B = 2	C = 18	D = -2	E = 3	F = 8	G = -2	H = 5	I = 1	J = 3	K = -10

32	CCOc1ccc(-c2nn[nH]n2)cc1
  A = -1	B = 0	C = -1	D = 5	E = -16	F = -3	G = 11	H = -20	I = -6	J = -10	K = -7

33	CC(C)=C1C2CC2C2C(C(=O)O)C12 (stereo unspecified)
  A = -15	B = 0	C = 3	D = 18	E = 7	F = -2	G = 10	H = -16	I = -3	J = 16	K = -11

34	CC(NC(=O)Cn1c(NCCO)nc2ccccc21)C1CC2CCC1C2 (stereo unspecified)
  A = -2	B = 8	C = 5	D = -3	E = 11	F = 5	G = 9	H = 1	I = 13	J = -8	K = -2

35	Cn1c(=Nc2ccc(N3CCOCC3)cc2)ccc2ccccc21
  A = -14	B = 8	C = -1	D = 3	E = -5	F = -4	G = -14	H = 12	I = 1	J = x	K = -4

36	Cc1nc(C(=O)Nc2ccccc2)sc1C1(C)CC(c2cccnc2)=NO1 (stereo unspecified)
  A = -22	B = -12	C = -40	D = 15	E = -36	F = -4	G = 16	H = -81	I = -24	J = -62	K = -9

37	CC1CCCC(NC(=O)C2N(CCCN3CCCC3)C(=O)C3C(C(=O)Nc4cccc(Cl)c4)C4C=CC32O4)C1C (stereo unspecified)
  A = -6	B = -5	C = 23	D = 10	E = 12	F = 2	G = -9	H = -41&-8	I = 9&-1	J = 19	K = 8

38	Cc1nc2ccccc2c(=O)n1-c1ccc(F)c(NS(=O)(=O)c2ccccc2F)c1
  A = -8	B = -3	C = -5	D = 10	E = 3	F = -8	G = -14	H = -14	I = 14	J = 0	K = -10

39	CN(Cc1ccccc1)C(=O)c1ccco1
  A = -2	B = 1	C = 13	D = 19	E = 12	F = 2	G = 3	H = -4	I = 0	J = 2	K = -11

40	O=C1NC(=S)S/C1=C\c1cc(Cl)cc(Cl)c1O
  A = 3	B = 0	C = -1	D = 7	E = -2	F = -2	G = 5	H = 0	I = -2	J = 38	K = 13

41	CCc1nnc(NC(=O)CN2CCN(C3CCCCC3)CC2)s1
  A = 0	B = -8	C = 12	D = -4	E = -7	F = 7	G = -2	H = -8	I = 10	J = -15	K = 7
